GPR151 ag – activators of human GPR151, primary screen, cell-based, PathHunter beta-arrestin, luminescence; PathHunter beta-arrestin GPR151 cells; activation, % at 11.2 µM; 650,000 compounds, 1% hits; AID 1508602, 2020; in the data active = activation above about 4.9%;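 note: 0% = median of compound wells and 100% = cells with positive control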
MITF inh – MITF inhibitors, primary screen, biochemical, AlphaScreen, human. AlphaScreen MITF homodimerization, bead proximity signal. inhibition, % at 2.6 µM. 650,000 compounds, 0.91% hits; in the data active = inhibition above about 50%;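 note: 0% = vehicle wells with protein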
FBW7 activator – FBW7 E3 ligase activators, primary screen, biochemical, AlphaScreen, human; F-box/WD repeat-containing protein 7 (Homo sapiens), Q969H0; AlphaScreen FBW7–phospho-cyclin E peptide binding, activator screen; normalized activity (activation), % at 26.1 µM; 650,000 compounds, 0.13% hits; in the data active = normalized activity above about 1.9%;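 note: purified mutant Fbw7 with reduced substrate affinity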
Target sequence (Q969H0 whole entry, looked up): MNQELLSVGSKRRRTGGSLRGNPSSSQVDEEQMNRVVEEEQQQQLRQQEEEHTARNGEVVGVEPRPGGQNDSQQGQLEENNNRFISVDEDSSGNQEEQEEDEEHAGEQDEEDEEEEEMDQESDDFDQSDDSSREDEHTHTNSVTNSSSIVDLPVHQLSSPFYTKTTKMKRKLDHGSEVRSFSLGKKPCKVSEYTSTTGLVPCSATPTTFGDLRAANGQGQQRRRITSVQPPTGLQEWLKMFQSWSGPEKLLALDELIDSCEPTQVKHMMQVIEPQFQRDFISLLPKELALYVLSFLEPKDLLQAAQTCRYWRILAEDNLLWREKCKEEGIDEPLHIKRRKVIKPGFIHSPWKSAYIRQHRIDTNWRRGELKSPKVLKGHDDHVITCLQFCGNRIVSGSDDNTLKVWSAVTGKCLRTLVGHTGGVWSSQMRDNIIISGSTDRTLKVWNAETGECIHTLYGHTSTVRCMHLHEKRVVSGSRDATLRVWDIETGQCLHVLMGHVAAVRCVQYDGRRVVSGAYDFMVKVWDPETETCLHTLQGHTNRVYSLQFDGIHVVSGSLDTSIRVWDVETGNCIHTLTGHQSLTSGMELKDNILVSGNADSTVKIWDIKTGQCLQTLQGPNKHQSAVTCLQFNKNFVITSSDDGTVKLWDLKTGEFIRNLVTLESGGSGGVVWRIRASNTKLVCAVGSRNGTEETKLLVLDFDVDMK
TEAD-YAP inh – TEAD-YAP interaction inhibition, primary screen, TEAD-YAP interaction inhibitor project, luminescence, HEK-TIYL cells. TEAD-Gal4/YAP UAS-luciferase luminescence. inhibition, % at 9.12 µM. 640,000 compounds, 1.4% hits. AID 1259422, 2018; in the data active = inhibition above about 32%;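 note: 0% = median of test compound wells and 100% = reference inhibitor wells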
* marks the source's active call; other numbers are inactive results.

entry | Molecule | TEAD-YAP inh | MITF inh
1 | COc1ncnc(NN(c2ccccc2)c2ccccc2)c1[N+](=O)[O-] | -8 | 8
2 | COc1ccc2nc(N3CCC(C(=O)NC(C)CCc4ccccc4)CC3)sc2c1 (centres undefined) | -5 | -1
3 | Cc1cccc(C(=O)OCC(=O)Nc2sc3c(c2C#N)CCC(C)C3)c1O (centres undefined) | -6 | 2
4 | O=C(CSc1nc(-c2ccccc2)[nH]c1-c1ccccc1)Nc1nccs1 | 6 | -5
5 | OC(COCc1ccc(Cl)cc1)CN1CCN(CC2CCCO2)CC1 (centres undefined) | -5 | 68*
6 | CCOc1cc(-c2nc3sc4c(c3c(=O)[nH]2)CCCC4)cc(Br)c1OCc1ccccc1F | -2 | -16
7 | CCC1(C)CC(C(=O)c2cccc(C)c2)CCO1 (centres undefined) | 2 | -4
8 | COc1ccc2oc(=Nc3ccccc3C)c(C(=O)NC(C)=O)cc2c1 | -25 | 3
9 | Nn1cc(-c2ccccc2)nc1SCC(=O)NCC1CCCCC1 | 0 | 13
10 | Cc1cc(Nc2ccccc2)n2c(nc3ccccc32)c1C#N | -16 | -2
11 | Cn1c(-c2ccc(F)cc2)cnc1SCC(=O)Nc1ccccc1N1CCOCC1 | -33 | 6
12 | O=C1C2C3C=CC(C4CC34)C2C(=O)N1c1ccc([N+](=O)[O-])cc1 (centres undefined) | -4 | -3
13 | CN(C)CCN(Cc1cccc(F)c1)C(=O)c1nc2ccc(-c3cn[nH]c3)cc2s1 | -23 | 17
14 | C=CCn1c(NCc2ccccc2)cc(=O)n(C)c1=O | 6 | 5
15 | S=c1nc(Nc2nccs2)c2ccccc2[nH]1 | 10 | 21

entry | FBW7 activator | GPR151 ag
1 | -0.9 | 0.7
2 | 0.0 | 1.7
3 | 0.9 | -1.6
4 | -0.4 | 1.7
5 | 0.1 | 1.4
6 | 0.1 | -0.4
7 | 0.1 | 1.2
8 | -0.1 | -0.3
9 | 0.1 | -0.2
10 | 0.0 | 2.0
11 | -0.1 | -0.4
12 | 0.2 | -0.4
13 | -0.2 | -1.2
14 | 0.0 | -0.8
15 | 0.4 | -2.1

The results go on:
entry | Molecule | TEAD-YAP inh | MITF inh
16 | CCOc1cc(-c2nc3sc4c(c3c(=O)[nH]2)CCCC4)cc(Cl)c1OCCOc1ccc(C(C)CC)cc1 (centres undefined) | 8 | 12
17 | CCCCSc1nnc2c(n1)OC(c1ccc(N(CC)CC)cc1)Nc1ccccc1-2 (centres undefined) | -4 | 7
18 | COc1ccc2c(CNC3CCCC3)c(C(=O)O)n(C)c2c1 | -1 | 0
19 | Cc1ccc(NC(=O)c2cccc(C(=O)Nc3ccc(C)cc3C)c2)c(C)c1 | 3 | -4
20 | COc1cc(NC(=O)CSc2nc3cc(OC)ccc3cc2C#N)cc(OC)c1 | 2 | -12
21 | CCCCCOC(=O)C1=CNC2=C(C(=O)CCC2)C1c1ccc(OCc2ccccc2)c(OC)c1 (centres undefined) | 5 | 14
22 | CCOc1cc(C2C(C#N)=C(C)NC3=C2C(=O)CC(c2ccccc2)C3)ccc1OC(C)=O (centres undefined) | 26 | 17
23 | CCOc1ccc(/C(O)=C2/C(=O)C(=O)N(CCN3CCOCC3)C2c2ccc(C(C)(C)C)cc2)c(C)c1 (centres undefined) | -7 | -9
24 | Clc1ccc(-c2nc(-c3ccccn3)no2)cc1Cl | -44 | 8
25 | Cc1cc(C)c(S(=O)(=O)NCC(=O)O)cc1C | 6 | -4
26 | Cc1nonc1NC(=O)CSc1nc2cc3c(cc2cc1C#N)OCCO3 | -28 | -16
27 | O=C(O)c1cc(-c2ccc3ccccc3c2)n[nH]1 | 3 | 12
28 | Cn1nccc1Nc1ccc(-n2cc(CC(=O)Nc3ccc(N4CCOCC4)cc3)c3ccccc32)nn1 | 8 | 17
29 | N#CCOC(=O)CNC(=O)c1sc2ccccc2c1Cl | 0 | 4
30 | COc1ccc(C(=O)Nc2nc(-c3ccccc3OC)cs2)cc1 | -19 | -2

entry | FBW7 activator | GPR151 ag
16 | 0.1 | 2.0
17 | 0.0 | 0.8
18 | -0.1 | -1.2
19 | -0.1 | 0.0
20 | 0.0 | -0.7
21 | 0.2 | 0.6
22 | 1.1 | 0.4
23 | 0.0 | 0.3
24 | 0.0 | 0.9
25 | 0.0 | 0.2
26 | 0.0 | 0.6
27 | -0.1 | -3.6
28 | -0.3 | -0.6
29 | 0.0 | -0.3
30 | -0.1 | 0.5

Continued:
entry | Molecule | TEAD-YAP inh | MITF inh
31 | Cc1ccc(C)c(CN[C@H]2C[C@H]3C(=O)N[C@@H](Cc4ccc(O)cc4)C(=O)N3C2)c1 | -9 | -1
32 | O=C(CNc1ccc2ccccc2c1)N/N=C/c1cccc([N+](=O)[O-])c1O | -5 | 16
33 | Nc1c(C(=O)Nc2ccc(F)cc2)sc2nc3c(c(-c4ccco4)c12)CCC3 | 0 | 5
34 | CCOC(=O)c1c(C)oc2ccc(N(C(=O)Oc3ccccc3)S(=O)(=O)c3ccc(Br)cc3)cc12 | -2 | 0
35 | COc1ccc(-n2nc(C(=O)NCC(=O)NCCN3CCOCC3)c3ccccc3c2=O)cc1OC | -6 | 0
36 | CC(=O)NC1=NN(C(C)=O)C(C)(c2ccc(C)cc2)S1 (centres undefined) | 10 | -1
37 | CC(C)CCNC(=O)C(C)n1ncn2cccc2c1=O (centres undefined) | 2 | -4
38 | Fc1cccc(Nc2cc(-n3cccn3)ncn2)c1 | -8 | 7
39 | CCOc1ccc(/C=N\NC(=O)c2ccc(I)cc2)cc1OCC | -8 | 15
40 | CC(C)(CO)NCc1cc(Br)ccc1OCc1ccccc1 | -4 | 10
41 | Cc1cccc(CN2CCN(c3nc4nonc4nc3N3CCCC3)CC2=O)c1 | 11 | 8
42 | CC(=O)NC(Cc1ccccc1)C(=O)NC1CCN(C(=O)c2cnccn2)CC1 (centres undefined) | -5 | -16
43 | CC1=NN2C(=N)/C(=C/c3ccc(OCCOc4c(C)cccc4C)cc3)C(=O)N=C2S1 | 1 | -23
44 | CCCCSc1nnc2c(n1)OC(c1cccc(C)n1)Nc1ccc(Br)cc1-2 (centres undefined) | 3 | 13
45 | CCC(C)n1c(=O)c2sccc2n2c(CCCC(=O)N3CCc4ccccc4C3)nnc12 (centres undefined) | 13 | 7

entry | FBW7 activator | GPR151 ag
31 | -0.3 | -1.3
32 | 0.1 | 0.5
33 | 0.1 | 2.0
34 | 0.1 | 0.9
35 | -0.1 | -0.6
36 | 0.1 | 1.7
37 | -0.1 | -3.9
38 | 0.4 | 0.0
39 | 0.6 | -0.9
40 | 0.0 | 2.2
41 | 0.1 | -1.4
42 | 0.1 | -0.6
43 | 0.0 | -1.1
44 | -0.1 | 1.9
45 | 0.2 | 0.8

(listing goes on)
entry | Molecule | TEAD-YAP inh | MITF inh
46 | NC(=O)C1CCN(C(=O)Cc2c(Cl)cccc2Cl)CC1 | 4 | -9
47 | CC(C)CCNC(=O)NC(=O)COC(=O)CNC(=O)COc1ccccc1 | -6 | 0
48 | CC(NC(=O)CCCC(=O)NC(C)c1ccccc1)c1ccccc1 (centres undefined) | 10 | 9
49 | Fc1ccc(Nc2ncnc3c2cnn3-c2ccccc2)cc1 | -36 | 7
50 | COCCCNC(=O)Cn1cc(/C=C(\C#N)C(=O)NC2CCCCCC2)c2ccccc21 | 4 | -2
51 | Cc1ccc(CNC(=O)C2CC3CCCN3C23C(=O)Nc2ccccc23)cc1 (centres undefined) | -1 | -1
52 | CC(C)(C)c1ccc(C2=Nc3ccccc3N=C(c3ccccc3O)C2)cc1 | -3 | 0
53 | CCOc1ccccc1N(CC(=O)N1CCOCC1)S(=O)(=O)c1ccc(Cl)cc1 | -1 | 2
54 | N#CCSc1nccc2c(OCc3ccc(F)cc3)cccc12 | -41 | -5
55 | CC(C)(C)C1CCC(=NNC(=O)c2ccc(NS(=O)(=O)c3cccs3)cc2)CC1 (centres undefined) | -10 | -1
56 | COc1ccc(C2C(C(=O)Nc3ccc(Br)cc3C)c3cc(OC)c(OC)cc3C(=O)N2C)cc1OC (centres undefined) | 7 | -10
57 | CC1CC(C)CN(c2cc(=O)n(-c3ccccc3Cl)c(=O)[nH]2)C1 (centres undefined) | 5 | -1
58 | O=C(CCCN1C(=O)c2cccc3cccc(c23)C1=O)Nc1cccc2ccccc12 | 13 | -2
59 | NNC(=O)C(Cc1ccccc1)NC(=O)OCc1ccccc1 (centres undefined) | 8 | 6
60 | O=C(CSc1nc2ccccc2c(=O)n1CCc1ccccc1)N1CCCC1 | 1 | -16

entry | FBW7 activator | GPR151 ag
46 | 0.0 | -1.5
47 | 0.0 | 1.3
48 | 0.0 | 0.8
49 | 0.0 | 0.9
50 | 0.0 | -0.2
51 | 0.1 | 0.5
52 | 0.0 | -0.2
53 | -0.1 | 0.3
54 | -0.1 | 2.1
55 | 0.1 | -0.5
56 | -0.2 | -0.4
57 | 0.1 | 0.4
58 | 0.9 | -1.4
59 | 0.0 | 1.4
60 | -0.1 | -1.7

Next section
entry | Molecule | TEAD-YAP inh | MITF inh
61 | O=C1N[C@H](Cc2ccccc2)C(=O)N2CCN(Cc3ccc(F)c(F)c3)C[C@H]12 | -3 | 3
62 | CCNc1nc(NCC)nc(N(C)n2cnnc2)n1 | -9 | -7
63 | CCOC(=O)c1c(Cl)cc(Cl)c(N)c1[N+](=O)[O-] | -6 | 12
64 | COCCN(C(=O)Nc1ccc(OC)cc1)c1nc2ccccc2s1 | -11 | 15
65 | O=C1C2CCCCC2C(=O)N1c1cc(Cl)ccc1Cl (centres undefined) | 1 | 2
66 | O=C(c1ccc(S(=O)(=O)N2CCCC2)cc1)N1CCCC1 | 4 | 11
67 | O=C(COc1ccc(F)cc1)NCCc1ccc(N2CCCC2)cc1 | -1 | 17
68 | CN1C(=O)C(C)(C)c2cc(S(=O)(=O)N3CCCCCC3)ccc21 | 2 | 2
69 | COc1ccc(/C=c2\sc3nc4cc(Br)cnc4n3c2=O)cc1OC | -4 | 8
70 | COCc1[nH]nc2c1C(c1ccc(F)cc1)C(C#N)=C(N)O2 (centres undefined) | 9 | 10
71 | CCCN(CCC)C(=O)c1cc2c(=O)n3cccc(C)c3nc2s1 | -9 | 14
72 | COc1ccc(/C=C/c2ccc3ccccc3[n+]2C)cc1OC | 13 | 13
73 | CSc1ccc(C(=O)Nc2sccc2C(N)=O)cc1 | -27 | -2
74 | Cc1cccc(Nc2nnc(SCC(=O)Nc3ccc(C(N)=O)cc3)s2)c1 | -30 | 12
75 | CCN1CCc2c(OC(C)c3ccccc3)cccc2C1=O (centres undefined) | -2 | 25
76 | CCOc1ccc(NC(=O)CN2CCN(CC(=O)Nc3ccccc3OCC)CC2)cc1 | 1 | -8

entry | FBW7 activator | GPR151 ag
61 | -0.1 | 0.6
62 | -0.2 | 1.4
63 | 0.0 | -0.5
64 | 0.0 | -2.4
65 | -0.1 | 0.7
66 | 0.2 | 1.6
67 | -0.2 | -2.1
68 | 0.1 | 0.2
69 | 0.0 | -0.4
70 | -0.1 | 0.4
71 | 0.5 | 0.5
72 | 0.1 | 0.8
73 | -0.2 | -4.0
74 | 0.3 | -0.4
75 | 0.1 | 0.1
76 | 0.1 | -0.2

Source: PubChem (The Scripps Research Institute Molecular Screening Center)
